# FUS suppressor = rescues growth of FUS-expressing yeast; Potency, µM (doses to about 76.6 µM), for inactives: top-dose growth rescue (activation), most hits filed as activators; hit rate 0.24% among 390,000; S. cerevisiae FUS-expressing, growth rescue, OD600, 24 h;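 also: potency is read from the fitted curve at half-maximal effect; plate controls were DMSO vehicle for no effect and reference control for full effect; nearly all actives have a fitted effect of over 55% in size; some results filed as inactive show a strong effect at the top dose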
#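 Steps: raffinose overnight preculture; dilution to OD 0.005 in 2% galactose minimal medium; compound addition (concentration series); 24hr at 30C, 99% humidity; absorbance read at 600 nm.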
# PLK1 PBD inh = inhibitors of human PLK1 polo-box domain binding. P53350. Plk1 PBD binding of FITC phosphopeptide, fluorescence polarization. Potency, µM, inactives show max response, negative = inhibition, usual class: inhibitors. hit rate 2.8% among 360,000. AID 720504; also: potency is read from the fitted curve at half-maximal effect; series mostly up to about 57 µM; % is scaled to controls: 0 for no effect and ±100 for the full control effect; nearly all actives have a fitted effect of over 65% in size
# EPAC1 ag = activates human EPAC1 exchange factor | AID 720707 | O95398 | EPAC1 agonist qHTS, biochemical assay; response scale: 100% = response to 6.5 mM cAMP | Potency, µM (doses to about 154 µM), for inactives: at the top dose activation, usual class: activators | hit rate 0.073% among 360,000; also: potency is read from the fitted curve at half-maximal effect; nearly all actives have a fitted effect of over 60% in size
# Target sequence (O95398 whole entry, looked up): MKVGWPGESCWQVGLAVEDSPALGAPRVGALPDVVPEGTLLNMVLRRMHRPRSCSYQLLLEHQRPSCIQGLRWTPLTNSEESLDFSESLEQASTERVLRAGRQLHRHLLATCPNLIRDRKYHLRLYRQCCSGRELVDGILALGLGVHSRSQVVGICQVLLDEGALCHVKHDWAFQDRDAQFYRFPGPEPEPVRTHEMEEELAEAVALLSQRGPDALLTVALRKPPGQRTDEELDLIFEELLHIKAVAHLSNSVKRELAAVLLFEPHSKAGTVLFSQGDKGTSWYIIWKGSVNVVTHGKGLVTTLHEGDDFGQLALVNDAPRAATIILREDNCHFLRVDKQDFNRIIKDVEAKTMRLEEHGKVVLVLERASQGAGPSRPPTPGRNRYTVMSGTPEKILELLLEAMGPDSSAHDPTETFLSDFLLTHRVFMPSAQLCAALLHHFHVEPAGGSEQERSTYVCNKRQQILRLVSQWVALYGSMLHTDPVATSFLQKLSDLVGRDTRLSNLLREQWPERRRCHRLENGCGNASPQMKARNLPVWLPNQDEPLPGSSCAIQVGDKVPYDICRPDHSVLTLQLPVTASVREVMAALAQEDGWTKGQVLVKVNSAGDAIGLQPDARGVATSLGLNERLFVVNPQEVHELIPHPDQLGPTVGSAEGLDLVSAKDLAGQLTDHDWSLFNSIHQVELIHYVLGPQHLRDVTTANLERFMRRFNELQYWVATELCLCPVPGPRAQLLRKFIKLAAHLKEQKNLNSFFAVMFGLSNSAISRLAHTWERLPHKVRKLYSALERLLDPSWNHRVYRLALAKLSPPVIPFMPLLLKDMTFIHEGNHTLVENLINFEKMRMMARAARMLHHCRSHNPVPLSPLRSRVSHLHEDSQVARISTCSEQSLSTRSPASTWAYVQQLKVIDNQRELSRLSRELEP
#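 EPAC1 100 nM, Rap1B–BODIPY-GDP 250 nM, unlabeled GDP 50 uM; compound titration; 5 min RT; kinetic read ex480/em540 at 5-min intervals ×30 min; data normalized to 6.5 mM cAMP agonist control.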
# Abeta yeast res = restores growth of yeast expressing A-beta42 peptide | hit rate 0.063% among 410,000 | yeast expressing A-beta42, growth rescue, OD600, 48 h; response scale: 0% DMSO, 100% iron-clioquinol control | AID 1347071 | Potency, µM (doses to about 46.1 µM), for inactives: at the top dose growth rescue, usual class: activators; also: potency is read from the fitted curve at half-maximal effect; nearly all actives have a fitted effect of over 55% in size
#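 Growth rescue measured by 600 nm absorbance after 48 h yeast culture at 30 C with compound. Values normalized between DMSO and an equimolar ferric chloride plus clioquinol control.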
# PI5P4K alpha inh = blocks human PI5P4K alpha kinase activity; PI5P4Kalpha enzyme, ADP-Glo luminescence, 60 min; stronger effect = lower value; max response, %; hit rate 1.2% among 330,000; AID 652105; active = max response of -50% or lower; inconclusive = between -30% and -50%; inactive = -30% or higher; also: value at the top dose of about 77 µM; % is scaled to controls: 0 for no effect and ±100 for the full control effect
#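 Quantitative HTS of the MLSMR library against PI5P4Kalpha with substrate. ATP added last at 5 microM final; room temperature, 60 minutes. Remaining ATP depleted, ADP converted and read as luminescence.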
# IL-2 act = activators of IL-2 | activation, % (series mostly up to about 46 µM) | IL-2 activation reporter assay, cell-based qHTS; stimulated with anti-CD3/CD4/CD28 beads; in transgenic mouse T cells | hit rate 0.065% among 360,000 | AID 652025; in the data active = activation above about 50%; inconclusive = mostly about 30% to 49%; also: 0% is about no effect
#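 Unstimulated transgenic mouse T cells; 60-min compound exposure; bead-based TCR/CD4/CD28 stimulation; 18 h culture, 37 degrees C; dual fluorescence (EGFP, DsRed) plate cytometry.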
# WRN helicase inh = inhibitors of human WRN helicase | WRN helicase unwinding, fluorescent forked duplex, kinetic | Potency, µM (doses to about 114 µM), for inactives: at the top dose activity change, negative = inhibition, most hits filed as inhibitors | hit rate 0.46% among 360,000; also: potency is read from the fitted curve at half-maximal effect; % is scaled to controls: 0 for no effect and ±100 for the full control effect; nearly all actives have a fitted effect of over 55% in size
#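 WRN at 20 nM final was preincubated with compound for 15 min at room temperature; reaction started with 100 nM forked duplex oligonucleotide carrying fluorophore and quencher plus 2 mM ATP (final). Unwinding followed kinetically by red fluorescence (ex 525/em 598 nm).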
# EPAC1 antag = antagonists of human EPAC1 | O95398 | EPAC1 GEF assay, Rap1b-BODIPY-GDP exchange fluorescence | Potency, µM (highest dose often 115 µM), for inactives: top-dose activity change, negative = inhibition, most hits filed as inhibitors | hit rate 0.14% among 360,000;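 also: potency is read from the fitted curve at half-maximal effect; plate controls were vehicle for no effect and positive control for full effect; nearly all actives have a fitted effect of over 50% in size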
# aSyn rescue = rescues yeast growth from alpha-synuclein toxicity; Yeast expressing alpha-synuclein, growth rescue, BacTiter-Glo, 24 h; Potency, µM (titrated, usually from 46.1 µM), for inactives: top-dose growth rescue (activation), usual class: activators; hit rate 0.14% among 370,000; also: potency is read from the fitted curve at half-maximal effect; % of control where 0% means no effect; nearly all actives have a fitted effect of over 65% in size
#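 Readout is rescue of growth in alpha-synuclein-expressing yeast, so inhibitors of toxicity appear as activators. Growth after 24 hr at 30 deg C in galactose medium is quantified by luminescence.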
# An asterisk follows results filed as active; ? = inconclusive; · = not tested or not shown; [ ] = dose if it differs, or a comment. Unless noted, calls follow the shape of the dose curve; as a rule, active = well fitted curve in the direction sought with a large enough effect; inconclusive = small, poorly fitted or top-dose-only effect, or another doubt; inactive = no such curve, though single readings can be large; an effect the other way counts as inactive or inconclusive.
SMILES,FUS suppressor,PLK1 PBD inh,EPAC1 ag,Abeta yeast res,PI5P4K alpha inh,IL-2 act,WRN helicase inh,EPAC1 antag,aSyn rescue
C=C(C)C(=O)O[C@H]1C/C(C)=C\C(=O)/C=C(\C)[C@H](O)[C@@H]2OC(=O)C(=C)[C@@H]21,12%,?,-13%,-16%,-57*,-0.9,-12%[11.6 µM],-22%,5%
COc1ccc(C)cc1NC(=O)CN1C(=O)COc2ccc(S(=O)(=O)N3CCCCC3)cc21,22%,3%,-23%,-8%,4,-0.3,9%,-18%,0%
CC(=O)c1c(C)n(-c2ccc(Cl)cc2)c2ccc(O)cc12,28%,1%,0%,?,1,0.3,8%,18%,0%
CCOC(=O)[C@]12CCC=C1N(Cc1ccc3c(c1)OCO3)C(=O)[C@H](CC(=O)N1CCC(c3ccccc3)CC1)C2,?,2%,-6%,2%,2,1.3,-3%,-3%,2%
CC(=O)NCCc1nc2cc(NC(=O)c3ccccc3)ccc2n1C,2%,-1%,-1%,-11%,-3,-3.7,1%,16%,2%
CCN(C[C@H]1N[C@@](Cc2ccccc2)(C(=O)OC)[C@H]2C(=O)N(Cc3ccccc3)C(=O)[C@@H]12)C(=O)C1CCCCC1,14%,-25%,-16%,-8%,2,-0.1,?,-15%,-1%
CCc1ccc(S(=O)(=O)Nc2nccs2)cc1,45%,-12%,11%,-17%,-21,0.7,?,-10%,1%
O=C(c1ccc(CNc2c(N3CCCC3)c(=O)c2=O)cc1)N1CCN(C2CCCCC2)CC1,-25%,6%,-6%,-2%,-4,-1.2,8%,5%,4%
CCc1ccc(S(=O)(=O)/N=C2\C=C(Nc3cccc(C(=O)O)c3)C(=O)c3ccccc32)cc1,30%,38µM*,-8%,2%,-27,-5.8,?,?,-19%
C=CC1=CCN(S(=O)(=O)C(C)(C)C)[C@H]1CCO,3%,-2%,-12%,5%,-1,0.0,4%,5%,0%
O=c1c2ccccc2nc2n1CCO2,26%,-10%,4%,-16%,-7,-3.2,6%,9%,-7%
CCN(CC)CCCNC(=O)c1nn2c(C(F)(F)F)cc(-c3ccccc3)nc2c1Cl,-12%,-8%,-1%,-12%,4,-0.2,12%,-4%,1%
O=C(NCc1ccccc1)C1=C[C@H](c2coc3ccccc3c2=O)C[C@H](OCCCCO)O1,9%,-4%,-20%,-8%,-5,0.5,-8%,-4%,-4%
CCOC(=O)N1CCN(C(=O)c2ccc(Cl)c(S(=O)(=O)N3CCCC3)c2)CC1,14%,-15%,3%,-2%,2,-0.5,-30%,-15%,-1%
CCC1=[N+](C)CCn2c(C)ccc21,19%,-5%,-1%,-1%,-7,-0.4,1%,-4%,-5%
O=C(c1cc(COc2c(F)cccc2F)on1)N1CCC(c2ccccc2Cl)C1 (stereo unspecified),36%,-4%,2%,4%,2,-1.2,-25%[57.1 µM],-2%,3%
Cc1ccc(C(=O)NNC(=O)CSc2n[nH]c(-c3cccnc3)n2)cc1,20%,?,-9%,-12%,4,3.2,-11%,-30%,-5%
Cc1cc(-c2ccccc2)nc(N2CCN(c3ccccn3)CC2)n1,-8%,-3%,25%,14%,·,-1.4,-9%,4%,1%
CCc1ccccc1N1CC(C(=O)Nc2cc(C)on2)CC1=O (stereo unspecified),1%,-2%,-6%,-2%,1,-3.0,-12%,-9%,0%
CCOc1ncccc1C(=O)OCc1ccc(Cl)cc1,·,10%,-7%,-3%,14,0.7,-4%,-13%,0%
COc1cc(OC)c(OC)cc1CNC(=O)c1cc(S(=O)(=O)N2CCOCC2)ccc1F,3%,2%,0%,-9%,1,0.7,3%,-8%,6%
COc1ccccc1C(=O)NCC(=O)Nc1ccc2c(c1)OCO2,11%,1%,-8%,-1%,-29,-0.4,-4%,-3%,3%
COc1ccc(NS(=O)(=O)c2cccc(C(=O)NCc3ccccc3CN3CCCC3)c2)cc1,40%,-18%,-5%,-20%,0,0.2,-3%,-18%,-3%
O=S(=O)(NC1CCCCC1)c1ccc(Cl)nc1,18%,-20%,2%,-17%,-10,-4.7,4%,-24%,0%
O=C(CSc1n[nH]c(=O)n1C1CC1)c1c[nH]c2ccccc12,-16%,3%,-4%,-6%,-3,1.5,11%,7%,10%

# Compounds listed so far that have fluorine:
SMILES,FUS suppressor,PLK1 PBD inh,EPAC1 ag,Abeta yeast res,PI5P4K alpha inh,IL-2 act,WRN helicase inh,EPAC1 antag,aSyn rescue
CCN(CC)CCCNC(=O)c1nn2c(C(F)(F)F)cc(-c3ccccc3)nc2c1Cl,-12%,-8%,-1%,-12%,4,-0.2,12%,-4%,1%
O=C(c1cc(COc2c(F)cccc2F)on1)N1CCC(c2ccccc2Cl)C1 (stereo unspecified),36%,-4%,2%,4%,2,-1.2,-25%[57.1 µM],-2%,3%
COc1cc(OC)c(OC)cc1CNC(=O)c1cc(S(=O)(=O)N2CCOCC2)ccc1F,3%,2%,0%,-9%,1,0.7,3%,-8%,6%

# Carrying on:
SMILES,FUS suppressor,PLK1 PBD inh,EPAC1 ag,Abeta yeast res,PI5P4K alpha inh,IL-2 act,WRN helicase inh,EPAC1 antag,aSyn rescue
O=C(NCCCO)c1cc2c([nH]c3ccccc32)c(-c2ccc(F)cc2)n1,45%,-22%,6%,-2%,-15,-0.6,0%,-17%,3%
CC(=O)c1coc2c1cc(O)c1ccccc12,21%,-2%,14%,2%,·,-0.6,-1%,0%,2%
CS/C(=N\S(=O)(=O)c1ccccc1)c1ccccc1,-10%,6%,-7%,14%,-3,1.1,-4%,-4%,13%
COC(=O)/C(C#N)=C1/SC=C(C)N1c1ccccc1,-35%,-1%,1%,11%[9.22 µM],3,-5.9,-17%,1%,-4%
O=C1C[C@@H](c2ccccc2)Oc2cc(O)cc(O)c21,-10%,-3%,-3%,-11%,0,-0.1,-3%,-2%,-3%
COC(=O)c1ccccc1NC(=O)CSCC(=O)Nc1ccccc1,-3%,2%,5%,8%,0,-1.5,-23%,-14%,0%
O=C(COc1ccc(Cl)cc1)NCCSc1ccccc1,-2%,-4%,8%,20%,-4,-0.2,-8%,-17%,11%
CCC(=O)N1CCc2cc(Br)cc(S(=O)(=O)CCC(=O)NCC3CCCO3)c21 (stereo unspecified),17%,-17%,4%,1%,3,2.7,?,-7%,-4%
COc1cc(OC)cc(C2=Cc3ccccc3C(CC(=O)c3ccco3)N2c2ccc(-c3ccc(C(N)=O)cc3)cc2)c1 (stereo unspecified),?,-23%,-5%,-14%,1,0.0,1%,-23%,9%
O=C(O)COc1ccccc1-c1ccccc1,-29%,1%,9%,-2%,6,-2.8,-5%,-6%,2%
Clc1ccc(CN2CCC(c3nc4ccc(Cl)cc4[nH]3)CC2)cc1,·,1%,7%,-1%,0,0.0,7%,-10%,-2%
O=C(COC(=O)CSc1ccc([N+](=O)[O-])cc1)NCCCc1ccccc1,28%,8.4µM*,-2%,18%,?,-4.0,-8%,17%,-9%
COc1ccc(-c2c(C)nn3c(N4CCC(C(=O)N5CCCCC5)CC4)cc(C)nc23)cc1OC,4%,-4%,-10%,3%,1,0.1,2%,0%,2%
Cc1ccc(F)c(CNC(=O)C2CCC(=O)N(CCCN3CCCC3=O)C2)c1F (stereo unspecified),15%,-16%,-1%,11%,-1,4.4,-4%,8%,5%
O=C(/C=C/c1ccco1)Nc1cccc(NC(=O)/C=C/c2ccco2)n1,·,-1%,5%,9%,-58*,-1.5,-16%[11.6 µM],?,-11%
Cc1ccc(S(=O)(=O)N(C)C)cc1NC(=O)CN1CCN(Cc2ccccc2)CC1,-2%,-10%,1%,13%,-4,1.1,2%,-8%,2%
CC1Cc2ccccc2N1C(=O)COC(=O)c1ccc([N+](=O)[O-])o1 (stereo unspecified),9%,-20%,-5%,-87%[inhibitor],-7,-0.1,-18%,-17%,5%
CCN(CC(=O)Nc1ccc(S(=O)(=O)N2CCCC2)cc1)CC(=O)Nc1cccc(OC)c1,8%,-5%,7%,-8%,-3,0.0,?,-10%,-12%
C=C(C)C(=O)Oc1ccc(N2C(=O)CCC2=O)cc1,-13%,0%,-13%,9%,1,0.1,31%,-3%,1%
COc1ccc(CCC(N)=O)cc1OC,-6%,?,9%,4%,-5,0.8,-3%,-4%,-2%
COc1cc(/C=N/N2CCN(C3c4ccccc4-c4ccccc43)CC2)ccc1O,-34%,-5%,14%,-2%[9.22 µM],34,1.0,-38%,-23%,-2%
Cc1cc(C)nc(NC(=O)c2c(Cl)cccc2Cl)n1,13%,-5%,13%,-5%,3,1.7,4%,3%,1%
O=C(CC1c2ccccc2Oc2ccccc21)Nc1ccccc1F,30%,-9%,8%,-5%,1,-4.3,-2%,-4%,-2%
CCCCn1c(NCCC)nc2c1c(=O)[nH]c(=O)n2C,-15%,-10%,4%,5%,0,0.6,-3%,-2%,0%
CCCSc1ncnc2sc(C)c(C)c12,-9%,-21%,11%,3%,2,0.2,1%,-12%,0%

# New compounds follow.
SMILES,FUS suppressor,PLK1 PBD inh,EPAC1 ag,Abeta yeast res,PI5P4K alpha inh,IL-2 act,WRN helicase inh,EPAC1 antag,aSyn rescue
CC(=O)Nc1ccc(NC(=O)C(C)OC(=O)COc2ccc(Nc3ccccc3)cc2)cc1 (stereo unspecified),·,8%,2%,3%,?,2.0,-13%,1%,0%
COc1cccc(-c2cc(=O)c3cc(NC(C)=O)ccc3[nH]2)c1,-5%,-14%,-8%,-14%,-6,-1.4,-2%,-11%,-5%
Cc1cc(C)c(S(=O)(=O)Nc2ccncc2)cc1C,6%,-2%,1%,-13%,5,-1.2,12%,-6%,2%
CC(Sc1cccc(C(F)(F)F)c1)C(=O)NC(N)=O (stereo unspecified),-12%,-12%,7%,11%,·,0.5,-7%,2%,-9%
CCOc1cc(/C=N/Nc2ncc(C)c(=O)[nH]2)ccc1O,3%,1%,-3%,-11%,-1,0.3,-12%,5%,-9%
CNC(=O)CC(CC(=O)c1ccccc1)c1ccccc1 (stereo unspecified),-14%,?,3%,8%,-3,1.5,1%,1%,-4%
O=S(=O)(c1ccc2c(c1)oc1ccccc12)N1CCOCC1,17%,-3%,5%,-3%,10,0.1,-9%,1%,1%

# Bioassay records (PubChem)

# Rows are unselected; about 4.1% have a hit in one of these screens.
